Screens deposited in PubChem BioAssay by several laboratories.
Rac1 GTP hydrolysis: MgcRacGAP GTPase-activating activity inhibitors, confirmation, biochemical, ADP Hunter fluorescence. MgcRacGAP-stimulated Rac1 GTP hydrolysis, ADP Hunter fluorescence; higher % means a stronger effect; GST-tagged Rac1 F28L mutant substrate. inhibition, % at 30 µM, or IC50 in µM where a hit was titrated. 340,000 compounds, 0.6% hits. AID 624330, 2012;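 active means first-screen hits whose inhibition reached a set limit at any dose in the follow-up dose series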;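 further: fluorescence reports GDP produced by GAP-driven GTP hydrolysis; strong numbers were not always called active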
Siah-1 displacement: Siah-1 peptide-binding antagonists, primary screen, biochemical, fluorescence polarization, rhodamine-plectin, uHTS (AID 1817) | E3 ubiquitin-protein ligase SIAH1 (Homo sapiens) | Siah-1 / rhodamine-plectin peptide fluorescence polarization; higher % means a stronger effect | displacement, % at 20 µM; hits with a dose series show IC50 in µM | 290,000 compounds, 0.02% hits;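 active means displacement of at least 50% at 20 µM, with a fluorescence ratio check between 0.3 and a set limit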;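 further: plate controls were Siah plus tracer with DMSO for no effect and tracer alone without Siah for full effect; strong numbers were not always called active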
RSV antiviral HEp-2: RSV antiviral activity via CPE protection, HEp-2 cells, primary 10 µM value included (AID 2391); HEp-2 cells, RSV-induced CPE inhibition; higher % means a stronger effect; CPE inhibition, % at 10 µM, or IC50 in µM where a hit was titrated; 310,000 compounds, 0.13% hits; in the data active means a potency from the dose series; further: strong numbers were not always called active
AID2073: inhibitors of Mint1-CaV2.2 protein interaction, biochemical, HTRF (AID 2073); Voltage-dependent N-type calcium channel subunit alpha-1B (Homo sapiens); HTRF protein-protein interaction, Mint1-CaV2.2; higher % means a stronger effect; one-dose inhibition, % at 20 µM; IC50 in µM for titrated hits; 290,000 compounds, 0.19% hits; in the data active means inhibition mostly above about 51%, no sharp cut-off; further: some results filed as inactive read as strong as hits
West Nile virus CPE: West Nile virus antiviral activity, cell-based, CPE readout (AID 1621); 290,000 compounds, 0.02% hits; West Nile virus-infected cells, CPE inhibition; higher % means a stronger effect; CPE inhibition, % at 10 µM; hits with a dose series show IC50 in µM; in the data active means a potency from the dose series; further: strong numbers were not always called active
NTR1 agonist: agonists of NTR1, primary screen, imaging, U2OS cells, beta-arrestin-GFP, high content (AID 493036); Neurotensin receptor type 1 (Homo sapiens), P30989; NTR1-U2OS beta-arrestin-GFP spot imaging, agonist mode; activation, % at 20 µM; 330,000 compounds, 0.17% hits;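 active means activation at or above 40% of the spot to cytoplasm intensity ratio, with at least 20 cells analyzed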;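 further: 0% = DMSO without peptide and 100% = 100 nM NTR1 peptide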
Target sequence (P30989 whole entry, looked up): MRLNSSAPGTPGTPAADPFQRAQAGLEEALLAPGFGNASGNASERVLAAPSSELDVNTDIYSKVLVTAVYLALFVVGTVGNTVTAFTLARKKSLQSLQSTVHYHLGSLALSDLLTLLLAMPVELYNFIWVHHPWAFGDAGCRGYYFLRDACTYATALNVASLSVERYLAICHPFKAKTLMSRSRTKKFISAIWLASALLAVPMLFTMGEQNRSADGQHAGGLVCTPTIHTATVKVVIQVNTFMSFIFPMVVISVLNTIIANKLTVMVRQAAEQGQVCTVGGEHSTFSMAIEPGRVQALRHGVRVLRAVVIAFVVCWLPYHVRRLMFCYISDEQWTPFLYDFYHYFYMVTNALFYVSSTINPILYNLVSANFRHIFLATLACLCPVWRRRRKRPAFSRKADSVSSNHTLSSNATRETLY
K1F lysis inhibition: inhibition of K1F phage lysis, E. coli UTI89, bacterial capsule biogenesis inhibitors, alamar blue (AID 488966). E. coli UTI89 K1F phage lysis, alamar blue, 2 h; higher % means a stronger effect. inhibition, % at 100 µM, or IC50 in µM where a hit was titrated. 340,000 compounds, 0.02% hits;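 active means phage lysis inhibition, versus mean bacterial control, above a set limit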;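 further: capsule biogenesis inhibitors block K1F phage lysis so surviving cells raise fluorescence; higher fluorescence means more inhibition of phage lysis; actives were called in the ten point dose series up to 300 µM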
SV40 large T antigen: SV40 large T antigen inhibitors, biochemical (AID 1903); SV40 large T antigen ATPase/helicase inhibition assay; higher % means a stronger effect; inhibition, % at 20 µM; hits with a dose series show IC50 in µM; 310,000 compounds, 0.39% hits; in the data active means a potency from the dose series; further: strong numbers were not always called active
Dengue-2 NS5 capping: Dengue-2 NS5 methyltransferase inhibitors, primary screen, biochemical, confirmation dose response (AID 588689). inhibition, % at 25 µM, or IC50 in µM where a hit was titrated. Genome polyprotein (Dengue virus type 2 (strain 16681-PDK53)). Dengue-2 NS5 methyltransferase capping enzyme assay, biochemical; higher % means a stronger effect. 340,000 compounds, 0.3% hits; in the data active means a potency from the dose series
NTR1 agonist cell count 20 µM: recorded beside NTR1 agonist, whose call it bears; cell count; measured here: cell count, cytotoxicity flag
Dengue-2 NS5 capping pilot replicate: recorded beside Dengue-2 NS5 capping, whose call it bears; inhibition, %; measured here: pilot screen replicate inhibition
Active calls of the source: *; nt = not tested or not shown; [ ] = dose if it differs, or a comment. Not a hit list (roughly 1.6% active in at least one column).

SMILES	Rac1 GTP hydrolysis	Siah-1 displacement	RSV antiviral HEp-2	AID2073	West Nile virus CPE	NTR1 agonist	NTR1 agonist cell count 20 µM	K1F lysis inhibition	SV40 large T antigen	Dengue-2 NS5 capping	others
Cc1cc(C)c(Cn2c(=O)n(CCCC(=O)NCc3ccco3)c(=O)c3ccccc32)c(C)c1	-2%	nt	3.9%	nt	0.3%	-0.3	43	-0.2%	nt	12%
Nc1nonc1-n1nnc(C(=O)N/N=C/c2cccs2)c1-c1ccc2c(c1)OCO2	2%	-1%	1.8%	0%	0.3%	4.2	64	-0.1%	nt	2%
Cc1ccc(NC(=O)CCN2C(=O)C3C4CCC(C4)C3C2=O)cc1Cl (stereo unspecified)	-7%	-5%	0.1%	8%	-0.1%	-0.6	74	-0.1%	-2%	-1%
COc1ccc(C(=O)Nc2ccc3c(c2)OCCO3)cc1Br	12%	2%	1.4%	6%	0.2%	-0.5	68	1.2%	14%	nt
CN(C(=O)c1coc(=O)c2ccccc12)c1ccc(F)cc1	7%	3%	2.0%	9%	nt	5.2	42	5.6%	9%	-2%
Cc1ccc(-n2nc3c(c2NC(=O)c2ccco2)CS(=O)(=O)C3)cc1C	4%	10%	0.9%	-3%	-0.4%	0.0	62	1.3%	26%	-1%
COc1ccc(C)cc1Nc1c2c(nc3ccccc13)CCC2	4%	-6%	5.9%	12%	-1.8%	6.1	94	0.4%	-2%	-5%
CCOC(=O)c1ccc(NC(=O)CC2C(=O)N(c3ccccc3)C(=O)N2CCCOC)cc1 (stereo unspecified)	12%	2%	3.7%	-6%	-0.6%	-0.5	62	-0.8%	3%	0%
CCOC(=O)C1CCN(C(=O)CCS(=O)(=O)Cc2ccccc2)CC1	5%	-2%	-0.5%	-3%	-0.3%	-0.5	44	0.0%	1%	-2%
CC1CCc2onc(C(=O)NCc3ccco3)c2C1 (stereo unspecified)	3%	4%	-1.3%	2%	-1.2%	0.9	69	0.1%	6%	-9%
COc1cccc(CN2C(=O)[C@H]3Cc4c([nH]c5ccccc45)C(C)(C)N3C2=O)c1	5%	nt	9.8%	nt	0.7%	14	51	0.6%	-1%	-3%
O=C(Nc1ccn(-c2ccccc2)n1)c1ccc(S(=O)(=O)N2CCCCCC2)cc1	4%	-1%	1.1%	9%	-1.0%	2.1	48	-0.1%[50 µM]	3%	-2%
CC(C)C[C@H](NC(=O)c1[nH]cnc1C(=O)N[C@@H](C)C(=O)OC(C)(C)C)C(=O)OCc1ccccc1	7%	0%	-4.5%	11%	-1.9%	29	60	-0.1%	4%	-8%
CCC1(c2ccccc2)NC(=O)N(CC(=O)NNC(=O)c2ccoc2C)C1=O (stereo unspecified)	4%	nt	-1.1%	nt	nt	0.3	68	1.6%[50 µM]	22%	0%
Cc1ccc(Cl)cc1N1CCN(C(=O)C2CCN(S(=O)(=O)c3c(C)nn(C)c3C)CC2)CC1	6%	-1%	1.9%	0%	nt	-1.3	88	2.2%	7%	-10%
N#Cc1cccnc1N1CCN(C(=O)c2cccc3c2C(=O)c2ccc(Cl)cc2S3(=O)=O)CC1	10%	nt	0.2%	nt	nt	2.8	59	0.1%	nt	7%
O=C(NC(=S)Nc1ccccc1Br)c1ccc2c(c1)OCO2	8%	8%	0.9%	-10%	-0.1%	2.9	70	0.2%	8%	-8%
O=C(NCc1ccccc1)C(c1ccc(O)cc1)N(C(=O)Cn1nnc(-c2cccs2)n1)c1ccc2c(c1)OCCO2 (stereo unspecified)	12%	5%	4.4%	25%	0.0%	-0.2	76	0.2%	-3%	5%
O=C(COc1ccccc1)NCC(c1ccco1)N1CCN(c2ccccc2)CC1 (stereo unspecified)	-2%	nt	-1.1%	nt	nt	1.3	57	0.0%[50 µM]	13%	-3%
Nc1nsnc1C(=O)NCCO	4%	-7%	2.7%	6%	-0.1%	-0.4	68	0.2%	4%	-3%
COc1ccc(/C=C2/SC(=S)N(NS(=O)(=O)c3ccc(C)cc3)C2=O)cc1	9%	3%	9.6%	0%	0.2%	2.5	59	-0.3%	14%	57µM*
COc1ccc(C(=O)Cn2c(Br)nc3c2c(=O)n(C)c(=O)n3C)cc1OC	8%	-4%	5.0%	2%	0.2%	0.7	76	0.4%	3%	-5%
Cc1n[nH]c(C)c1CCCCOc1ccccc1[N+](=O)[O-]	0%	-7%	2.9%	7%	-1.1%	-0.8	50	-0.2%	21%	-3%	Dengue-2 NS5 capping pilot replicate=-1.2
COc1cc2c(C(=O)N3CCN(C4CCCCC4)CC3)cn(CC(C)C)c(=O)c2cc1OC	nt	-4%	2.1%	33%	-0.5%	2.7	57	nt	4%	nt
Cn1cc([N+](=O)[O-])c(C(=O)Nc2ccc3c(c2)OCCO3)n1	1%	3%	-2.0%	-8%	1.4%	-0.1	39	0.0%	0%	-5%
(continued)
SMILES	Rac1 GTP hydrolysis	Siah-1 displacement	RSV antiviral HEp-2	AID2073	West Nile virus CPE	NTR1 agonist	NTR1 agonist cell count 20 µM	K1F lysis inhibition	SV40 large T antigen	Dengue-2 NS5 capping	others
CCOc1ccc(CNc2ccc3c(c2)ncn3C)cc1	17%	0%	0.0%	-14%	nt	-2.2	14	3.0%	32%	5%
CCOC(=O)/C(C#N)=C/c1ccc(OC(=O)c2ccccn2)cc1	13%	-2%	0.7%	13%	-0.3%	nt	nt	0.6%[50 µM]	13%	-4%
CN(CC(=O)NCc1ccc(F)cc1)Cc1cccc(Cl)c1	5%	3%	1.5%	12%	-0.3%	-1.3	38	0.1%	12%	-5%
COc1ccc(S(=O)(=O)N2CCN(C(=O)NCc3ccccc3)CC2)cc1	5%	0%	0.8%	7%	0.4%	-0.4	52	0.1%	8%	nt
COCC(=O)Nc1cc([N+](=O)[O-])ccc1C	-2%	0%	-0.5%	-1%	0.3%	-0.2	54	0.2%	1%	-6%
COc1c(N2CCN[C@H](C)C2)c(F)cc2c(=O)c(C(=O)O)cn(C3CC3)c12	nt	-1%	-0.6%	22%	-0.9%	-0.1	69	nt	20%	nt
COc1ccc(NC(=O)COC(=O)CCOc2ccccc2C)cc1Cl	5%	nt	-0.2%	nt	nt	0.8	79	0.3%[50 µM]	-6%	-5%
COc1ccc(NC(=O)OC(C)C)cc1	12%	2%	3.6%	2%	0.3%	1.3	44	0.6%	2%	1%
Cc1nc(-c2ccccc2)sc1C(=O)Nc1ccc(S(N)(=O)=O)cc1	9%	0%	0.1%	12%	-0.8%	0.0	71	3.9%[50 µM]	1%	0%
CCc1nc2ccccc2c(C(=O)OCC(=O)Nc2cccc(S(=O)(=O)NC3=NCCCCC3)c2)c1C	7%	-2%	1.4%	8%	0.6%	14	49	-0.1%[50 µM]	12%	-10%
CC(=O)N1CCC(N(CCN2CCOCC2)C(=S)Nc2cc(C)cc(C)c2)CC1	9%	2%	1.8%	5%	0.8%	3.4	63	0.1%	10%	2%
CN(c1ccccc1)S(=O)(=O)c1cccc(NC(=O)Cc2ccc(Cl)cc2)c1	2%	nt	4.8%	nt	nt	5.4	65	0.0%[50 µM]	nt	4%
COc1ccc(C=O)cc1OC(=O)N1CCOCC1	1%	1%	4.8%	14%	1.0%	1.7	65	0.1%	14%	-2%
O=C(N/N=C/c1c(Cl)cccc1Cl)c1cccc(F)c1	10%	3%	-0.1%	-4%	-0.3%	-1.1	55	-1.1%	-18%	1%
Cc1cc(O)c(C(C)C)cc1N=Nc1ccccc1C(=O)O	12%	-3%	5.5%	-10%	0.4%	1.4	56	1.5%[50 µM]	19%	-14%
Cc1occc1-c1nnc(SCc2nc3ccccc3c(=O)n2CC#N)n1C	15%	2%	0.7%	-6%	-0.6%	0.1	83	0.2%	10%	-32%	Dengue-2 NS5 capping pilot replicate=-14
CC(=O)Nc1ccc(N=Nc2c(C)[nH]n(C(N)=S)c2=O)cc1	7%	7%	-0.3%	1%	nt	-1.6	87	0.3%	17%	-5%
O=C(/C=C/c1ccc(S(=O)(=O)N2CCOCC2)cc1)NC(=S)Nc1ccc(Cl)cc1Cl	0%	6%	12%	23%	0.6%	2.1	85	0.1%	4%	-13%
CC(C)(C)NCC(=O)c1c[nH]c2ccccc12	6%	-5%	-0.3%	2%	nt	-0.3	49	8.4%	14%	2%
COc1ccc(OC)c(C(=O)COC(=O)c2cc(C)oc2C)c1	1%	-3%	0.6%	-2%	-0.4%	-0.1	88	1.8%	0%	2%
CCn1c(CCNC(=O)c2ccc(Cl)cc2)n[nH]c1=S	6%	-1%	2.5%	-14%	0.1%	1.4	35	-0.1%	0%	3%
CCCC1CC(CSc2ncn[nH]2)OC1=O (stereo unspecified)	0%	45%	0.7%	5%	0.3%	0.1	32	0.9%[50 µM]	14%	-12%
CC1(C)C2CCC1(C)C(OCCNCCOC(=O)Nc1ccccc1)C2 (stereo unspecified)	-1%	7%	11%	-3%	-0.1%	6.4	58	-0.4%	19%	-13%
COc1ccc(CC(=O)NCCS(=O)(=O)N2CCN(c3ccccc3)CC2)cc1	6%	nt	-0.8%	nt	nt	0.3	48	-1.2%	0%	2%
COc1ccc(NC(=O)C(CC(=O)O)Cc2ccc(C)cc2)cc1 (stereo unspecified)	2%	1%	-0.4%	23%	1.1%	-1.2	67	-0.3%	11%	0%

Arranged by length of the SMILES (rising): part of the list above
SMILES	Rac1 GTP hydrolysis	Siah-1 displacement	RSV antiviral HEp-2	AID2073	West Nile virus CPE	NTR1 agonist	NTR1 agonist cell count 20 µM	K1F lysis inhibition	SV40 large T antigen	Dengue-2 NS5 capping	others
CC(C)(C)NCC(=O)c1c[nH]c2ccccc12	6%	-5%	-0.3%	2%	nt	-0.3	49	8.4%	14%	2%
CCn1c(CCNC(=O)c2ccc(Cl)cc2)n[nH]c1=S	6%	-1%	2.5%	-14%	0.1%	1.4	35	-0.1%	0%	3%
COc1ccc(NC(=O)COC(=O)CCOc2ccccc2C)cc1Cl	5%	nt	-0.2%	nt	nt	0.8	79	0.3%[50 µM]	-6%	-5%
Cc1occc1-c1nnc(SCc2nc3ccccc3c(=O)n2CC#N)n1C	15%	2%	0.7%	-6%	-0.6%	0.1	83	0.2%	10%	-32%	Dengue-2 NS5 capping pilot replicate=-14
COc1ccc(S(=O)(=O)N2CCN(C(=O)NCc3ccccc3)CC2)cc1	5%	0%	0.8%	7%	0.4%	-0.4	52	0.1%	8%	nt
CN(c1ccccc1)S(=O)(=O)c1cccc(NC(=O)Cc2ccc(Cl)cc2)c1	2%	nt	4.8%	nt	nt	5.4	65	0.0%[50 µM]	nt	4%
COc1c(N2CCN[C@H](C)C2)c(F)cc2c(=O)c(C(=O)O)cn(C3CC3)c12	nt	-1%	-0.6%	22%	-0.9%	-0.1	69	nt	20%	nt
O=C(/C=C/c1ccc(S(=O)(=O)N2CCOCC2)cc1)NC(=S)Nc1ccc(Cl)cc1Cl	0%	6%	12%	23%	0.6%	2.1	85	0.1%	4%	-13%
